Screening results (PubChem BioAssay)
S1P3 antag: antagonists of human S1P3 receptor; Q99500; 170,000 tested, 0.27% active; inhibition, % at 4.98 µM; CHO S1P3 NFAT-BLA reporter, FRET fluorescence, antagonist mode;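 active = inhibition above the plate cutoff, the mean inhibition of test wells on that plate plus 3 SD, cut at about 28% in these data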;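 note: cells challenged with S1P at its EC80 of 0.8 µM; blue over green emission ratio from cleaved BLA substrate after 4 h stimulation; 0% = S1P-stimulated wells and 100% = unstimulated DMSO-only wells; some compounds past the cut are filed as inactive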
Target sequence (Q99500 whole entry, looked up): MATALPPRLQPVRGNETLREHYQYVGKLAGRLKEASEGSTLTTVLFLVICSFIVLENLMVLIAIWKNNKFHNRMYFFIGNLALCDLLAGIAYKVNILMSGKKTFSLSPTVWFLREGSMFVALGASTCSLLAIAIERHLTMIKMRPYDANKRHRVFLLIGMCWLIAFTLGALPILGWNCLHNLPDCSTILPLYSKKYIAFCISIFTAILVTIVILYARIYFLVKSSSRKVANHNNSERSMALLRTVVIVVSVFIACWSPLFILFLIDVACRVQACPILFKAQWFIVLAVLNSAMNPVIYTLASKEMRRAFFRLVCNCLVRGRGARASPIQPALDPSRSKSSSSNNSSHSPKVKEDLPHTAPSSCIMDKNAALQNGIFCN
Active calls of the source: *.

SMILES	S1P3 antag
CCOC(=O)COc1nc(-c2ccccc2)cc(-c2ccco2)c1C#N	6
CCOC(=O)c1cnc(COc2ccc(OC)cc2)[nH]c1=O	4
O=C(N/N=C/c1[nH]c2ccccc2c1Cl)c1cccc(Br)c1	0
Cc1ccc(NNC(=O)c2snnc2C)cc1Cl	9
O=C(NCc1ccccn1)C1CCC(CNS(=O)(=O)c2cccc3nsnc23)CC1 (stereo unspecified)	17
CC1CCC(C(C)C)C(=O)/C1=C/c1ccc(N)cc1 (stereo unspecified)	-1
Brc1ccc(-c2n(-c3ccccn3)c3ccccc3[n+]2-c2ccccn2)cc1	-8
O=C(CN1CCCc2ccccc21)N1CCc2ccccc21	8
CC(=O)N1CCOCCOCCOCC1	-5
O=C(CN1CCN(C(=O)c2ccco2)CC1)N1CCc2[nH]c3ccccc3c2C1	1
CCc1nc(N[C@H](C(=O)O)C(C)C)c2oc3ccccc3c2n1	-6
CC(C)(C)NC(=O)C(=O)NC(=O)c1c(F)cccc1Cl	-7
Cc1nc([N+](=O)[O-])cn1-c1nc2ccccn2c1[N+](=O)[O-]	10
CCOc1ccc(CC(=O)N/N=C/c2cccnc2)cc1	13
CCCCN1CNC(=S)N(CCc2ccc(OCC)c(OCC)c2)C1	7
CCOP(=O)(OCC)/C(=N/OC(=O)c1ccc(OC)cc1)C(N)=O	-1
COc1ccc(-c2cn3c(C)c(C(=O)N4CCN(c5ccc(OC)cc5)CC4)sc3n2)cc1	-28
Cc1cccc2cc(COC(=O)c3cccc([N+](=O)[O-])c3)c(=O)[nH]c12	-5
COc1cc(C(=O)Nc2ccc3c(c2)N(C(=O)CN2CCN(C)CC2)c2ccccc2CC3)cc(OC)c1OC	-6
COCCOC(=O)c1nccnc1C(=O)Nc1ccc(S(=O)(=O)N2CCOCC2)cc1	-8
S=C(NCc1ccccc1)NCc1ccccn1	-7
N#C/C(=C(/O)CN1CCCC1)c1nc(-c2ccccc2)cs1	-6
O=C(O)c1ccc(/C=N/Nc2ccc(S(=O)(=O)N3CCCC3)cc2[N+](=O)[O-])cc1	-2
O=C(N/N=C/c1ccncc1)c1cccc(S(=O)(=O)Nc2ccc(Cl)cc2)c1	-4
Cn1cc(CN2CCC(C(O)c3cccs3)CC2)c(-c2ccccc2F)n1 (stereo unspecified)	-5
COc1ccc([N+](=O)[O-])cc1NCc1ccco1	9
Cn1c(CBr)c(C(=O)c2ccc([N+](=O)[O-])cc2)c(=O)n(C)c1=O	-17
C=CCNC(=S)N/N=C/c1cn(C)c2ccccc12	6
O=C(Nc1ccc(S(=O)(=O)Nc2nccs2)cc1)C1=NN(c2ccccc2)C(=O)CC1	-9
COC(=O)C1=C(Nc2ccccc2NS(=O)(=O)c2ccc(C(F)(F)F)cc2Cl)CSC1	1

A second format for part of the listing above:
smiles,S1P3 antag
N#C/C(=C(/O)CN1CCCC1)c1nc(-c2ccccc2)cs1,-6
O=C(O)c1ccc(/C=N/Nc2ccc(S(=O)(=O)N3CCCC3)cc2[N+](=O)[O-])cc1,-2
O=C(N/N=C/c1ccncc1)c1cccc(S(=O)(=O)Nc2ccc(Cl)cc2)c1,-4

(more compounds)
SMILES	S1P3 antag
CCOC(=O)C1=C(O)C(=O)N(C2CCCCC2)C1	-16
Cc1ccc2[nH]c(O)c(N=Nc3nc4ccccc4s3)c2c1	7
O=C(C1=NN[C@@H]2C(=O)N(c3cccc(F)c3)C(=O)[C@H]12)c1cnccn1	3
CC(=O)NNc1cc(C)nc(N)n1	-1
CC(C)(C)N(CC#CCC(O)(c1ccccc1)c1ccccc1)CCO	3
COc1cc2c(cc1OC)CN(C(=S)Nc1ccc(Cl)cc1)CC2	18
COc1ccc(CCNC(=S)NCCc2ccc(OC)c(OC)c2)cc1OC	0
Cc1cn(CCC(=O)Nc2ccccc2N2CCOCC2)c2ccccc12	-11
Cc1ccc(C)c(N2CCN(c3cc(C)nc4nnnn34)CC2)c1	-16
COc1ccccc1Nc1c2c(nc3ccc(N)cc13)CCCC2	-1
O=C(Nc1ccc(S(=O)(=O)Nc2nccs2)cc1)c1cccc(S(=O)(=O)N2CCOCC2)c1	-11
NS(=O)(=O)c1ccc(NC(=O)COC(=O)c2cccc(S(=O)(=O)N3CCCC3)c2)cc1	-4
CN(NC(=O)Nc1ccccc1)c1cnn(C)c(=O)c1Cl	-1
CC(C)(C)C1=CC=C(C(C)(C)C)C(=O)C1=O	-8
O=C(Cc1ccccc1)Nc1c(Cl)ccc2nsnc12	-1

Ordered by the number under S1P3 antag (highest first): some entries from above.
SMILES	S1P3 antag
COc1cc2c(cc1OC)CN(C(=S)Nc1ccc(Cl)cc1)CC2	18
Cc1ccc(NNC(=O)c2snnc2C)cc1Cl	9
CN(NC(=O)Nc1ccccc1)c1cnn(C)c(=O)c1Cl	-1
Cc1ccc(C)c(N2CCN(c3cc(C)nc4nnnn34)CC2)c1	-16
Cn1c(CBr)c(C(=O)c2ccc([N+](=O)[O-])cc2)c(=O)n(C)c1=O	-17

Additional structures
SMILES	S1P3 antag
O=C(O)c1ccc(-c2nc3scc(-c4ccccc4)c3c(=O)[nH]2)cc1	-8
Cn1c(SCC(=O)NNC(=S)Nc2ccccc2)nnc1-c1ccncc1	-3
Cc1cc2c3c(c1)C(C)CC(C)(C)N3C(=O)C2=C(C#N)C#N (stereo unspecified)	-6
O=C(O)CCC(=O)Nc1ccc(Br)cc1C(=O)c1ccc(Cl)cc1	2
O=c1c2ccccc2c(-c2ccccc2)nn1-c1cc(Cl)cc(Cl)c1	-10
CCOC(=O)c1csc(-c2snnc2C)n1	-13
[NH-]c1ncnc2c1N=C[N+]2=CC=CCO	-9
CCCn1nc(NC(=O)C2CCCO2)c2cc3ccc(C)cc3nc21 (stereo unspecified)	-1
Cc1nc2ccccc2c2c1CC(C(C)(Cl)Br)O2 (stereo unspecified)	28
O=C(Nc1ccccc1)C(=O)Nc1cccnc1	0
O=C(Nc1ccc(Cl)cc1)Nc1cccc2nsnc12	29*
Oc1ccc(Cl)cc1C1=NNC(c2cccs2)C1 (stereo unspecified)	-6
COc1ccc(NC(=S)N=Nc2c(O)[nH]c3ccccc23)cc1	-4
Cc1nn(-c2ccccc2)nc1CNC(=O)C1CC1	2
COc1ccc(C)c2sc(=NC(=O)c3cccc(N4C(=O)CCC4=O)c3)n(C)c12	7

Reprinted at random: 4 records from the list.
SMILES	S1P3 antag
COc1cc(C(=O)Nc2ccc3c(c2)N(C(=O)CN2CCN(C)CC2)c2ccccc2CC3)cc(OC)c1OC	-6
COCCOC(=O)c1nccnc1C(=O)Nc1ccc(S(=O)(=O)N2CCOCC2)cc1	-8
COc1ccccc1Nc1c2c(nc3ccc(N)cc13)CCCC2	-1
COc1ccc([N+](=O)[O-])cc1NCc1ccco1	9

Further records:
SMILES	S1P3 antag
CCCOc1nc(SCCC)nc2c1cnn2-c1ccccc1	-2
CC(C)n1c(N)c(C#N)c2ccc([N+](=O)[O-])cc2c1=O	0
NS(=O)(=O)c1ccc(CNC(=O)/C=C/c2ccco2)cc1	2
NC(N)=N/N=C/c1ccc(Cl)cc1Cl	21
O=C(/C=C/C(=O)NCc1cccs1)NCc1cccs1	2
Cc1nc2c(C)[n+](CC(=O)c3ccccc3)ccc2n1C	9
CC1=C([N+](=O)[O-])C(c2ccccc2C(F)(F)F)NC(=O)N1C (stereo unspecified)	3
NS(=O)(=O)c1cccc(NC(=O)CSc2nnnn2-c2ccccc2)c1	-1
COC(=O)c1cc2c(N)c(C(=O)c3ccccc3)sc2nc1C(OC)OC	-10
N#CC1=C2N=C(N)c3ccccc3N2C2=C(C(=O)CCC2)C1c1ccc(F)cc1 (stereo unspecified)	-13
N/C(Cc1nc(-c2ccc(Cl)cc2)cs1)=N/O	-11
O=C(NNc1ccccc1F)c1ccccc1	7
O=C(Nc1c(C(=O)O)[nH]c2ccc(F)cc12)c1cccc(C(F)(F)F)c1	-14
NC(=O)c1c(NC(=O)Cn2nc(C(=O)O)c3ccccc3c2=O)sc2c1CCC2	11
O=S(=O)(NC1=NCCCCC1)c1ccc2sc(NS(=O)(=O)c3ccc4ccccc4c3)nc2c1	-8
O=C1OCCN/C1=C\C(=O)c1ccccc1	-6
Cc1cc(C)c2cc(C(=O)Nc3ccc4c(c3)OCO4)[nH]c2c1	6
CCCCCOCC1CC(C/C(C)=N/NC(N)=O)(C(=O)OCC)C(=O)O1 (stereo unspecified)	-9
CCCc1c(C)[nH]c2ccc(C(=O)O)cc2c1=S	6
CN(Cc1nc(-c2cnccn2)no1)Cc1n[nH]c2c1CCCCC2	5
Cc1ccc(S(=O)(=O)Nc2nc(C)cc(NN)n2)cc1	5
O=C(CNCc1ccccn1)N1CCc2ccccc2C1	5
O=C(Cn1cc(C(F)(F)F)ccc1=O)N/N=C/c1ccc(O)cc1	5
COc1ccc(/C=C2\CCc3c2nc2ccccc2c3C(=O)O)cc1OC	19
Brc1ccc2[nH]c3c(c2c1)CCC3	-1
COc1cccc(SCC(=O)N2CCN(c3ccccc3)CC2)c1	4
Cn1c(=O)c2c(nc(Br)n2Cc2nnc(N)s2)n(C)c1=O	5
O=C(Nc1ccc2c(c1)OCCO2)c1cccnc1Oc1ccccc1	2
CC(C)(C)c1ccc(OC(=O)Nc2ccc(O)c(C(=O)O)c2)cc1	-2
CCOc1ccc(N/C(N)=N/c2nc(CSc3nnnn3-c3ccccc3)cc(=O)[nH]2)cc1	0
Cc1ccccc1/C=N/N=C1/NC(=O)CCS1	-1
Nc1nonc1-n1nnc(C(=O)N/N=C/c2ccc(OCc3ccc(F)cc3)cc2)c1COc1ccccc1	-2
Cc1nc(N)sc1N=Nc1c(C)n(C)n(-c2ccccc2)c1=O	-4
O=c1[nH]c2cc3c(cc2cc1CN(CCO)S(=O)(=O)c1ccccc1)OCCO3	-5
Cc1ccc(NC(=S)Nc2ccccn2)c(C)c1	15
Nc1nonc1-n1nnc(C(=O)N/N=C/c2cccnc2)c1CSC1=NCCS1	1
CCN(CC)CCOCCOC(=O)C(CC)(CC)c1ccccc1	16
Cc1cc(NC(=O)c2ccccc2)c(Cl)cc1N	9
Cc1cc(NC(=O)c2ccc(Cl)c([N+](=O)[O-])c2)no1	12
CN(C)Cc1nnnn1-c1cccc(-n2nnnc2CN(C)C)c1	-13
COC(=O)C1=C(Nc2ccccc2NC(=O)CCCC(=O)O)CSC1	14
S=C1CCC(c2ccc(Br)cc2)=NN1c1ccccc1	-4
CC(C)Cn1c(N)c(C(=O)COC(=O)/C=C/c2cccs2)c(=O)n(C)c1=O	0
CCc1ccc2nc(NC(=O)c3ccc(N4C(=O)CCC4=O)cc3)sc2c1	-5
Cc1oc(S(=O)(=O)N(C)C)cc1C(=O)Nc1ccc(Cl)cc1	-1
Cc1nn(-c2ccccc2)c(C)c1-c1cc(C(=O)N/N=C/c2ccc(O)cc2)[nH]n1	0
CN(C)S(=O)(=O)c1cccc(NC(=O)COC(=O)c2cc3ccccc3oc2=O)c1	-9
COc1cc(NC(=O)CCCOc2ccc(Cl)cc2Cl)c(C(=O)O)cc1OC	-1
Cc1ccccc1N1C(=O)C2ON(c3ccccc3)C(c3ccco3)C2C1=O (stereo unspecified)	1
O=c1[nH]c2ccc(NC(=S)NCCc3ccccc3)cc2[nH]1	-7
NS(=O)(=O)c1cc(C(=O)OCC(=O)Nc2ccc(N3CCCCC3)cc2)ccc1Cl	-2
CC1=C(C(=O)OC2CCCC2)C(c2coc3ccccc3c2=O)C2=C(CC(C)(C)CC2=O)N1 (stereo unspecified)	-2
O=C(CN1C(=O)/C(=C\c2cccs2)SC1=S)Nc1cccc(C(=O)O)c1	-13
CN(Cc1ccccc1)C(=O)COc1ccc(N(C)S(=O)(=O)c2ccc(F)cc2)cc1	4
O=[N+]([O-])c1cccc(-c2nnc3ccccn23)c1	-13
O=C(O)c1ccc(-c2ccc(/C=C3\NC(=O)N(Cc4ccc(Cl)cc4)C3=O)o2)cc1	3
O=C(CSc1nnc2ccccn12)NNC(=O)c1ccc([N+](=O)[O-])cc1	-9
CC(=O)Nc1ccc(S(=O)(=O)NNC(=O)COc2ccc(Cl)cc2Cl)cc1	21
CSc1ncccc1C(=O)Nc1ccc2nc(C)sc2c1	-11
O=C(Cn1cnc2ccccc2c1=O)N/N=C/c1ccc(Br)cc1	-10
Going on with the list.
SMILES	S1P3 antag
CCOC(=O)c1cnc(C(F)(F)F)nc1Oc1ccccc1	-4
C#CC[N+](CC)(CC)CC#Cc1ccccc1	-11
O=C1CCCC2=C1C(c1cccs1)n1nc(SCc3ccc(C(=O)O)cc3)nc1N2 (stereo unspecified)	-11
COc1ccc(-c2nn(C)c(=O)c3ccccc23)cc1CNC(=O)C1CCCCC1	13
C=CCn1c(-c2sc3nc(C)cc(C)c3c2N)n[nH]c1=S	-12
O=[N+]([O-])c1ccccc1NCc1c(O)ccc2ccccc12	-5
CN1Cc2c(N3CCOCC3)nc(SCCC#N)c(C#N)c2CC1(C)C	1
CSc1cccc(NC(=O)Nc2nc3c(C)cccc3s2)c1	9
CCOC(=O)C1CCCN(C(=O)c2cc(S(=O)(=O)N3CCCCC3)ccc2C)C1 (stereo unspecified)	4
COc1ccc(N2C3=C(C(=O)CC(C)(C)C3)C(c3cnn(C)c3)C3=C2CC(C)(C)CC3=O)cc1	-7
COc1ccc(OC)c(/C=N/NC(=O)c2cnccn2)c1	7
CC(C)CCn1c(NCCc2ccccc2)nc2c1c(=O)n(C)c(=O)n2C	-21
N/C(=N\NC(=O)Nc1ccc(Cl)cc1)c1ccccn1	3
O=C(O)CCCCCCCCCC[n+]1ccccc1	1
Clc1ccc(-c2csc(Nc3cccnc3)n2)cc1	19
COc1ccc(-c2c(C(F)(F)F)nn(C)c2NC(=O)c2cccnc2)cc1	-1
CCCCC(=O)NC1(C(F)(F)F)NC(=O)N(C)C1=O (stereo unspecified)	-7
Fc1ccccc1-c1nc2nc3ccccc3nc2n1CC1CCCO1 (stereo unspecified)	-6
Cn1nc(C(F)(F)F)c(-c2cccc(C(F)(F)F)c2)c1NC(=O)c1ccco1	22
CC1CN(Cc2c(O)ccc3c2oc(=O)c2ccccc23)CC(C)O1 (stereo unspecified)	-3
CCOC(=O)CC(=O)CSc1n[nH]c(=O)[nH]c1=O	-3

Shown as a hit in S1P3 antag (from the list above):
SMILES	S1P3 antag
O=C(Nc1ccc(Cl)cc1)Nc1cccc2nsnc12	29*

Only part of the results is shown, so the mix of outcomes need not match the whole.
